# GBA enhancer = GBA activity enhancers in patient fibroblasts, primary screen, cell-based; activation, % at 10 µM; Lysosomal acid glucosylceramidase (Homo sapiens), P04062; actives 0.44% (n = 30,000); L444P Gaucher fibroblasts, 4-MU-glucoside fluorescence, 3 days; in the data active means activation above about 65%;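 further: 0% = vehicle wells and 100% = positive control wells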
# Target sequence (P04062 whole entry L483P): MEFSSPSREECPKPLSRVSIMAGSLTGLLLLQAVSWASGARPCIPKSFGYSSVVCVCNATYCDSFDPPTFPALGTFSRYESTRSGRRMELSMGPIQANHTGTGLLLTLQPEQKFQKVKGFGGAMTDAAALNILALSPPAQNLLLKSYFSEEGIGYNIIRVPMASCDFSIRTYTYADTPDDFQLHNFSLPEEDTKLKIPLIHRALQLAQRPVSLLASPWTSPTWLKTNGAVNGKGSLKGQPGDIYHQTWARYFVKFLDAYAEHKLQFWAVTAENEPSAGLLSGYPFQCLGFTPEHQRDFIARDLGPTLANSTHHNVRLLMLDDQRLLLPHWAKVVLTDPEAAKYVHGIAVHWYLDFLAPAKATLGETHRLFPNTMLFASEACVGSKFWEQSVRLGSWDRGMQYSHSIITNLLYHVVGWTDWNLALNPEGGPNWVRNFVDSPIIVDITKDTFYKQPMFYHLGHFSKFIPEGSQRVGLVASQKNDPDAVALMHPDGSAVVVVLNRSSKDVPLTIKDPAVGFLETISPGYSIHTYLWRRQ
# Numbers without * were called inactive.
compound	GBA enhancer
COc1nc(-c2ccccc2)ccc1-c1noc(COc2ccccc2)n1	0
CN1CCN(c2ccccc2NS(=O)(=O)c2ccc3c(c2)CCN3C(=O)C2CCC2)CC1	-60
Cc1ccc(S(=O)(=O)Nc2cc(C(=O)NCCN3CCCC3)ccc2N2CCCCC2)cc1	25
O=C(NCC1CCCO1)C1CCC(=O)N1Cc1ccccc1Cl (stereo not given)	0
CCO/C=C1/C(=O)N(CC)c2ccccc21	-41
COc1ccc(OC)c(S(=O)(=O)N2CCC(C(=O)Nc3ccc(C)c(C)c3)CC2)c1	-3
CC(=O)Nc1nc(C)nc(C)c1C(C)=O	-3
CCC(=O)N1CCc2cc(S(=O)(=O)NC(C(=O)NCc3ccccc3)C(C)C)ccc21 (stereo not given)	7
CCN(CCO)C(=O)C12CCC(C)(C(=O)C1)C2(C)C (stereo not given)	-7
CC(C)(CO)NCc1ccccc1OCC(=O)Nc1ccccc1	13
CN(C)CCNc1ncnc2ccccc12	-26
Cc1cc(OCC(=O)c2ccc(F)cc2)ccc1N1C(=O)CCC1=O	-33
O=C1CC(c2c[nH]c3ccccc23)C(=O)N1 (stereo not given)	-22
O=C(CN(Cc1ccc2c(c1)OCO2)C(=O)CNC(=O)c1ccco1)NC1CCCCC1	-9
CC(=O)Nc1cccc2c1OCCO2	0
CCOC(=O)N1CCC(NC(=O)CCS(=O)(=O)c2ccc3c(c2)CCN3C(=O)CC)CC1	-32
CCS(=O)(=O)Nc1c(C(=O)OC)[nH]c2ccccc12	-1
C/C(Cl)=C/Cn1c(SCCN2CCOCC2)nc2c1c(=O)[nH]c(=O)n2C	2
CCCOc1ccc(C(=O)NCc2cccnc2)cc1	-15
CCOC(=O)N1CCN(C(=O)c2ccc3c(=O)n(-c4ccc(OC)cc4)c(=S)[nH]c3c2)CC1	-34
COc1cccc(OCc2nnc(SCC(=O)NCc3ccco3)n2CCc2ccccc2)c1	-3
Cc1c(C(=O)N2CCCCC2)sc(NC(=O)C(C)C)c1C#N	-1
CCOc1c(OC)cc(C2C(C#N)=C(N)Oc3n[nH]c(-c4ccncc4)c32)cc1OC (stereo not given)	-13
CCC12CN3CC(CC)(CN(C1)C31C(=O)N(C)c3ccc(C)cc31)C2=O (stereo not given)	-17
CC(=O)N1c2ccc(S(=O)(=O)CCC(=O)O)cc2CC1C (stereo not given)	2
CCOc1ccc(N2CC(C(=O)Nc3cccc(C)c3C)CC2=O)cc1 (stereo not given)	3
Cc1nn(Cc2ccc(F)cc2)c(C)c1NC(=O)c1cc(-c2ccc3c(c2)OCO3)on1	16
Cc1ccc(N(CN2CCCC2=O)C(=O)c2ccc(OC(C)C)cc2)cc1	-12
Cc1cccc(C)c1N1C(=O)CC(N(O)c2ccccc2)C1=O (stereo not given)	-19
Cc1c(N(C(=O)c2cc(=O)[nH]c3ccccc23)C(C)C)c(=O)n(-c2ccccc2)n1C	1
COc1ccccc1CN(C)C(=O)C1COc2ccccc2O1 (stereo not given)	-18
c1ccc(Cn2nnnc2C(c2cccnc2)N2CCN(C3CCCCC3)CC2)cc1 (stereo not given)	16
Oc1cccc(C(=S)N2CCN(Cc3ccccc3)CC2)c1	-12
CC1=C(SCCC#N)S/C(=C2\SC(C)=C(SCCC#N)S2)S1	35
CC(=O)N1CCc2cc(S(=O)(=O)CCC(=O)NCc3ccc4c(c3)OCO4)ccc21	43
CCCc1[nH]nc2c1C(c1cn[nH]c1-c1ccc(F)cc1)C(C#N)=C(N)O2 (stereo not given)	0
O=C1OCCN1CCN(CN1C(=O)CCC1=O)CN1C(=O)CCC1=O	-15
COCC(C)N=Cc1c(O)[nH]c2ccccc12 (stereo not given)	1
Cc1cc2nn(-c3ccccc3)nc2cc1NC(=O)c1cccs1	-30
CC1CCCCN1C(=O)Cn1nnc(-c2cccnc2)n1 (stereo not given)	-35
Cc1onc(-c2ccccc2Cl)c1C(=O)Nc1ccc(S(=O)(=O)NCC2CCCO2)cc1 (stereo not given)	29
CN(CC(=O)N1CC(=O)N(CCc2ccccc2)C(=O)C1)S(=O)(=O)c1cccc2nsnc12	-1
CCOc1ccc(NC(=O)CSc2nnc(C)n2CCCOC)cc1	-8
O=C(CCc1nc(-c2ccccc2)no1)NCC1CCCO1 (stereo not given)	-9
O=C(CCN1C(=O)C2C3C=CC(C3)C2C1=O)NCCc1ccccc1 (stereo not given)	18
CCOC(=O)Cn1nnc(-c2ccc(OCC(C)C)cc2)n1	4
C=CCn1c(NCCO)nc2sc3c(c2c1=O)CCC3	-17
N#C/C(=C(/O)CN1CCOCC1)c1nc2ccccc2s1	-36
COc1ccc(NC(=O)C2CCCN2c2ccc(OC)c(OC)c2)cc1OC (stereo not given)	2
Cc1c(C(=O)CN2CCOCC2)[nH]c2ccccc12	14

# Pulled by structure from above (2):
compound	GBA enhancer
N#C/C(=C(/O)CN1CCOCC1)c1nc2ccccc2s1	-36
O=C1OCCN1CCN(CN1C(=O)CCC1=O)CN1C(=O)CCC1=O	-15

# The results go on.
compound	GBA enhancer
O=C(CSc1nc(N2CCCCC2)nc(N2CCCCC2)n1)c1ccccc1	-26
CC(C)OC(=O)CN1C(=O)C(C)(C)Oc2ccc(C(=O)NC3CC3)cc21	-35
O=C(CSc1nc(O)c(Cc2ccccc2F)c(=O)[nH]1)N1CCCCCC1	6
C=CCn1c(NC(=O)c2ccc(C)cc2)c(C#N)sc1=N	6
CSc1nsc(SC)c1NC(=O)OCc1ccccc1	-36
COc1ccc(C2C(C(=O)c3cccs3)=C(O)C(=O)N2c2nncs2)cc1 (stereo not given)	-33
Nc1nnc(-c2cc3ccccc3oc2=O)s1	-10
CCOC(=O)C1=C(c2ccccc2)OC(N)=C(C#N)C1C(C)C (stereo not given)	-4
O=C(Nc1nncs1)c1ccc(N2C(=O)C3C4C=CC(C4)C3C2=O)cc1 (stereo not given)	-16
c1ccc(CSc2nnc(-c3ccncc3)o2)cc1	-38
CSC1=C(C#N)C(c2cccc(Br)c2)CC(=O)N1 (stereo not given)	1
C/C(O)=c1/ccc2cccc3nc(C)nc1c23	-40
COc1ccc(NC(=O)c2ccccc2NS(C)(=O)=O)cc1OC	-9
COc1cc2cc(CN(CCO)S(=O)(=O)c3ccccc3Cl)c(=O)[nH]c2cc1OC	-26
Oc1ccc(CN2CCCCC2)nc1-c1ccccc1	-5
CC1CC(C)CN(C(=O)COC(=O)c2cc3ccccc3cc2O)C1 (stereo not given)	-8
COc1cc(NC(=O)c2c(F)c(F)c(F)c(F)c2F)c(OC)cc1Cl	9
CCOc1ccc(-c2nnn(CC(=O)NCc3ccc(F)cc3)n2)cc1OCC	-21
CC1Oc2ccccc2N(Cc2ccccc2Cl)C1=O (stereo not given)	4
CCOC(=O)Cc1c(C)nc2c(C#N)c(C)nn2c1C	3
CCOc1cc(NC(=O)C2CCCO2)c(OCC)cc1NC(C)=O (stereo not given)	11
CN(c1ccccc1)C(c1ccc(F)cc1)c1nnnn1C1CCCC1 (stereo not given)	-24
COc1ccc(-c2oc(/N=C/N3CCOCC3)c(C#N)c2-c2ccc(OC)cc2)cc1	19
Oc1ccc(-c2nc3ccccn3c2NCc2ccc3c(c2)OCO3)cc1	10
CCn1c(CNC(=O)c2ccccc2)nc2ccccc21	-18
CCOc1cccc(NC(=O)CSc2nncn2N)c1	0
COCCn1c(SCc2ccc(C(=O)OC)o2)nc2cc(Cl)ccc2c1=O	-8
CCOC(=O)c1c(C)c(C(=O)NCC2CCCO2)c(C)n1C (stereo not given)	-27
O=C1C2C3C=CC(C3)C2C(=O)N1CCCO (stereo not given)	-5
COc1cccc(NC(=O)c2ccccc2NS(C)(=O)=O)c1	-103
O=C(CCn1nc(-c2ccccc2)c2ccccc2c1=O)N1CCN(c2ccccc2)CC1	-27
CC(C)(O)C#Cc1ccc(C(=O)N2CCCC2C(=O)O)s1 (stereo not given)	-1
O=C(CSc1ccc2c(c1)OCCO2)NCCN1C(=O)CSC1=O	0
CCS(=O)(=O)N1CCCC(C(=O)NCc2cccnc2)C1 (stereo not given)	15
CCOc1cc(C(=O)N(C)Cc2cc3cc(OC)ccc3[nH]c2=O)cc(OCC)c1OCC	-12
O=C(O)C1CCN(S(=O)(=O)c2ccc(Oc3ccccc3)cc2)CC1	-2
O=C1CC(C(=O)N(c2cccc(F)c2)C(C(=O)NC2CCCC2)c2ccccn2)CS1 (stereo not given)	35
Cc1cc(NCCN2CCOCC2)n2c(nc3ccccc32)c1C#N	-15
Cc1ccc(S(=O)(=O)N2CCN(C(=O)CSc3nc4ccccc4o3)C2)cc1	-30
C=CCn1c(COc2ccc(CC)cc2)nnc1SC/C(O)=C(\C#N)c1nc2ccccc2[nH]1	6
Cc1cc(C)nc(SC(C)C(=O)Nc2ccc(S(N)(=O)=O)cc2)n1 (stereo not given)	-10
O=C(Cc1cccs1)N1CCCC(c2nc3c(nnn3Cc3ccccc3Cl)c(=O)[nH]2)C1 (stereo not given)	-3
CCCCCn1c(CN2CCN(C)CC2)nc2c1c(=O)n(C)c(=O)n2C	7
COCCOCC(O)CN1CCN(c2ccc(C)cc2)CC1 (stereo not given)	-8
CC1CCN(CCCNC(=O)c2ccc(CS(=O)(=O)Cc3ccccc3F)o2)CC1	-54
Cc1cc(C(F)(F)F)nn1Cc1ccc(C(=O)NCc2ccco2)o1	-4
CC1(C(=O)NC2CCCCCCC2)CCC(=O)N1CCN1CCOCC1 (stereo not given)	-10
Cc1cc(C(=O)OCC(=O)Nc2ccc(F)cc2F)c(C)o1	3
CC(=O)NC(Cc1ccccc1)C(=O)NC1CCN(C(=O)NC2CCCCC2)CC1 (stereo not given)	-17
O=C(NCC1CCCO1)c1coc2nc3ccccc3nc12 (stereo not given)	-39

# Look-ups from above:
# `CCOc1ccc(NC(=O)CSc2nnc(C)n2CCCOC)cc1` in GBA enhancer is listed with -8
# `c1ccc(CSc2nnc(-c3ccncc3)o2)cc1` in GBA enhancer is listed with -38

# Given field by field: two of the compounds above
molecule: CC1CCN(CCCNC(=O)c2ccc(CS(=O)(=O)Cc3ccccc3F)o2)CC1
  GBA enhancer = -54

molecule: Cc1cc(C(F)(F)F)nn1Cc1ccc(C(=O)NCc2ccco2)o1
  GBA enhancer = -4

# New compounds follow.
compound	GBA enhancer
CCOc1ccccc1N(CC(=O)Nc1ccc2c(c1)OCO2)S(C)(=O)=O	-27
COc1ccccc1C(=O)Nc1ccc(N2CCN(Cc3ccccc3)CC2)cc1	-42
O=C(c1cccs1)N1CCN(Cc2ccncc2)CC1	-6
COc1ccc2cc3cc(C(=O)N4CCN(Cc5ccc6c(c5)OCO6)CC4)oc3nc2c1	2
CCOC1(C(F)(F)F)NC(=O)N(Cc2ccc(OC)cc2)C1=O (stereo not given)	-4
CCCCOc1ccccc1C1CC(=O)NC2=C1C(=O)CCC2 (stereo not given)	-23
CCOC(=O)N1CCC(Nc2c(NCCCN3CCN(c4ccc(OC)cc4)CC3)c(=O)c2=O)CC1	-7
CC(NC(=O)C1C2C=CC(C2)C1C(=O)O)c1ccccc1 (stereo not given)	-6
CC(Sc1nc(-c2ccccc2)cc(C(F)(F)F)n1)C(=O)N1CCC(C(N)=O)CC1 (stereo not given)	-23
O=C(NO)c1ccc(OC(F)F)cc1	-10
COc1cc(OC)c(C2N(c3cc(C)on3)C(=O)C3CCCN32)cc1OC (stereo not given)	-31
Cc1ccc(Cn2ccc(NC(=O)c3noc4c3CCCCC4)n2)cc1	-23
CCCS(=O)(=O)N1CCCC(C(=O)NCCN2CCCCC2C)C1 (stereo not given)	-11
CCOC(=O)N1CCN(C(=O)c2nn(-c3ccc(C)cc3)c(=O)c3c2c2ccccc2n3C)CC1	-80
CC(C)(Oc1ccc(Cl)cc1)C(=O)Nc1ncccn1	-13
Cc1cccc(C)c1NC(=O)CS(=O)CC(=O)NC1CCCc2ccccc21 (stereo not given)	-10
COc1ccccc1C(=O)Nc1ccc(C(=O)O)cc1	-2
CCOc1ccc(C(=O)NCC(C)CN(C)C)cc1OCC (stereo not given)	-13
O=C(NC1=NCCS1)NC12CC3CC(CC(C3)C1)C2	-7
CCc1ccccc1NC(=O)CN1C(=O)C2CCCN2c2ncc(Cl)cc21 (stereo not given)	-9
O=C(CSc1nc2[nH]ncc2c(=O)n1-c1ccccc1)N1CCCc2ccccc21	-2
O=C1CC(N2CCN(Cc3ccc4c(c3)OCO4)CC2)C(=O)N1c1ccccc1 (stereo not given)	-4
COc1ccc(CN2CC(C(=O)NCCC3=CCCCC3)CC2=O)cc1 (stereo not given)	-7
Cc1ccc(NC(=O)c2ccco2)c(NC(=O)c2cccs2)c1	-1
CC(=O)Nc1ccc(Nc2nc(C)nc3c2oc2ccccc23)cc1	20

# Part of the list above, field by field:
> CC(=O)N1CCc2cc(S(=O)(=O)CCC(=O)NCc3ccc4c(c3)OCO4)ccc21
  GBA enhancer: 43

> CCCc1[nH]nc2c1C(c1cn[nH]c1-c1ccc(F)cc1)C(C#N)=C(N)O2 (stereo not given)
  GBA enhancer: 0

> O=C1OCCN1CCN(CN1C(=O)CCC1=O)CN1C(=O)CCC1=O
  GBA enhancer: -15

# New compounds follow.
compound	GBA enhancer
Cc1csc(SCC(=O)Nc2nc3ccccc3s2)n1	-13
CCCn1c(N2CCN(CC(=O)c3c[nH]c4ccccc34)CC2)nc2c1c(=O)[nH]c(=O)n2C	-13
CC(C)N(Cc1cc2ccccc2[nH]c1=O)C(=O)C(C)(C)C	4
Cc1ccc(C(=O)CC2(O)C(=O)N(CN3CCOCC3)c3ccccc32)cc1 (stereo not given)	0
CCOc1ccc2[nH]c(=O)c(CN(CC3COCCO3)C(=O)c3ccco3)cc2c1 (stereo not given)	-11

# Source: PubChem BioAssay

# Not all compounds are listed; count on the stated rates, not on these rows.
